Assay outcomes from PubChem BioAssay.
CHT inh = inhibitors of human choline transporter CHT; B-score at 10 µM; Q9GZV3; CHT-expressing cells, membrane potential dye, choline response; active compounds read low; 0.86% of 310,000 active;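 active = B-score over 3 SD under the library average, and starting fluorescence ratio not unusually high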;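 also: choline stimulus applied at its EC90 after an EC20 pre-addition; B-score computed on integrated fluorescence ratio after choline addition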
Target sequence (Q9GZV3 whole entry, looked up): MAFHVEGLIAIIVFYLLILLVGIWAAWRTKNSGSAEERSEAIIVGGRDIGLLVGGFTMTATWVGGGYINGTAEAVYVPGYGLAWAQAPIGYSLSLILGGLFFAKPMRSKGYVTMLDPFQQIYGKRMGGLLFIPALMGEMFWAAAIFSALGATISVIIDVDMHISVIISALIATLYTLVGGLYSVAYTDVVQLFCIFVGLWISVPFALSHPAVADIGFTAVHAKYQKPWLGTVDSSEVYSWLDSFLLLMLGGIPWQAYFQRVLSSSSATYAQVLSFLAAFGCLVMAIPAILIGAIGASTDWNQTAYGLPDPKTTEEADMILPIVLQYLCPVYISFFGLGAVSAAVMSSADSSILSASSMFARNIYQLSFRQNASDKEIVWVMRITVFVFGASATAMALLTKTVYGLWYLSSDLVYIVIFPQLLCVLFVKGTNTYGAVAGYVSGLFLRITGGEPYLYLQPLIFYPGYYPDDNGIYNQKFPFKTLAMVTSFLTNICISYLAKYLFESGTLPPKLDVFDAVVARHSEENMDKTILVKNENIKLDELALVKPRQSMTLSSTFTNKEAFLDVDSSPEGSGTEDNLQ
CHT PAM = human CHT allosteric activation; Q9GZV3; CHT-expressing cells, membrane potential dye, choline EC20; active compounds read high; LV-AA mutant CHT in HEK293 cells; B-score at 10 µM; 0.49% of 310,000 active; AID 488977;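 active = initial fluorescence not abnormally high and integrated response B-score, plate-corrected, over 3 SD above library mean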
Starred values were filed as active, the others as inactive; i = inactive.

| SMILES | CHT inh | CHT PAM |
| --- | --- | --- |
| CC(C)CNC(=O)c1noc2c1CCCC2 | i | i |
| CCCCNC(=O)CCn1c(=O)c2cccn2c2ccc(F)cc21 | i | i |
| CN(CCc1ccccn1)Cc1ccc(Cl)c(Cl)c1 | i | i |
| c1ccc(-c2cc3c(ccc4nonc43)nn2)cc1 | i | i |
| CC(=O)c1ccc(NC(=O)[C@@H]2CCCN2C(=O)OC(C)(C)C)cc1 | i | i |
| COc1ccc2oc(=O)c(C(=O)NC3CCCCCC3)cc2c1 | i | i |
| CCn1c(CCC(=O)Nc2nc3c(s2)CCCC3)nc2cc(S(=O)(=O)N(C)C)ccc21 | i | i |
| Cc1ccc(NC(=O)c2ccc(CN3CCN(C)CC3)cc2)cc1Nc1nccc(-c2cccnc2)n1 | i | i |
| COc1ccc(C2=NS(=O)(=O)N(C)C(C(=O)NCc3ccccc3)=C2)cc1OC | i | i |
| CCOC(=O)/C(=C/C=C1\Sc2ccccc2N1CC)C(C)=O | i | i |
| C=CCCN(C(C(=O)OC)C(C)C)S(=O)(=O)c1ccccc1Br (stereo not given) | i | i |
| C=CCn1c(=NC(=O)c2ccc(S(=O)(=O)N3CCc4ccccc4C3)cc2)sc2cc(S(N)(=O)=O)ccc21 | i | i |
| Cc1ccc(SCCNC(=O)c2ccccc2)cc1 | i | i |
| CCOC(=O)CC(=O)CSc1nc(N)c(C#N)c(-c2ccc(Cl)cc2)c1C#N | i | i |
| O=C(C(=O)N1CCN(c2ccccc2)CC1)c1cn(CC(=O)N2CCCCCC2)c2ccccc12 | i | i |
| COc1ccc(CN(C)CC(=O)Nc2cc(OC)c([N+](=O)[O-])cc2C)c(OC)c1 | i | i |
| COC(=O)c1cccc(C(=O)N2CCCC(C(=O)c3cccc(OC(C)C)c3)C2)c1 (stereo not given) | i | i |
| NS(=O)(=O)c1ccc(N=C2C(=O)Nc3ccccc32)cc1 | i | i |
| COc1cc2c(cc1OC)/C(=C/c1ccc(Br)cc1)C(=O)OC2 | i | i |
| CC1=C(C(=O)Nc2ccccn2)C(c2cccnc2)n2nnnc2N1 (stereo not given) | i | i |
| COc1cc2nc(C)sc2cc1SC | i | i |
| CCNC(=O)COc1cc(C)c(Br)c(C)c1 | i | i |
| Cc1nnc(NC(=O)CSc2nnc(CC(=O)Nc3ccccc3Cl)n2C)s1 | i | i |
| COc1ccc(C(=O)N(C)c2c(C)n(C)n(-c3ccccc3)c2=O)cc1OC | i | i |
| Cc1ccc(-c2cc(C(=O)Nc3ccc4c(c3)OCCO4)c3ccccc3n2)cc1 | i | i |

Compounds from the list above that have a Cl atom:
| SMILES | CHT inh | CHT PAM |
| --- | --- | --- |
| CN(CCc1ccccn1)Cc1ccc(Cl)c(Cl)c1 | i | i |
| CCOC(=O)CC(=O)CSc1nc(N)c(C#N)c(-c2ccc(Cl)cc2)c1C#N | i | i |
| Cc1nnc(NC(=O)CSc2nnc(CC(=O)Nc3ccccc3Cl)n2C)s1 | i | i |

The list continues:
| SMILES | CHT inh | CHT PAM |
| --- | --- | --- |
| CN(CCOc1ccccc1)C(=O)c1cc(COc2c(F)cccc2F)on1 | i | i |
| CC1CCN(CCCNC(=O)c2ccc(Cn3c(=S)[nH]c4ccc(Br)cc4c3=O)cc2)CC1 | i | i |
| CCC1OC(c2ccc([N+](=O)[O-])cc2)=Nc2ccccc21 (stereo not given) | i | i |
| COc1ccc(-c2cc(C(=O)N3CCCc4ccccc43)no2)cc1 | i | i |
| CCCC(C)NC(=O)COc1ccc(S(=O)(=O)c2ccc(OCC(=O)NC(C)CCC)cc2)cc1 (stereo not given) | i | i |
| NS(=O)(=O)c1cc(C(=O)O)c(NCc2ccco2)cc1Cl | i | i |
| O=C1C([N+](=O)[O-])=C(O)c2cccc3cccc1c23 | i | i |
| COc1ccccc1NS(=O)(=O)c1cccc(C(=O)OCc2nc3ccccc3s2)c1 | i | i |
| COc1ccc(C(=O)N/N=C/c2sc(=O)n(Cc3cccc(C(=O)O)c3)c2Cl)cc1 | i | i |
| Cc1ccc(NC(=O)c2cc3c(=O)oc4ccccc4c3s2)nc1 | i | i |
| Cc1c(-n2cc(C(=O)O)c(=O)c3cc(F)c(N4CCCC(O)C4)c(F)c32)c(=O)n(-c2ccccc2)n1C (stereo not given) | i | i |
| Cc1cc(C)c2c(N=NN3CCOCC3)[nH]nc2n1 | i | i |
| Nn1c(Cc2ccccc2)nc2ccccc2c1=O | i | i |
| COc1cccc(CN2CCN(CC(=O)Nc3ccccc3Cl)CC2)c1 | i | i |
| O=C1C=C(NNC(=O)c2ccccc2Br)CCC1 | i | i |
| Cc1ccc2nc(N(CCCN(C)C)C(=O)CN3C(=O)c4ccccc4C3=O)sc2c1 | i | i |
| CCc1ccc(-n2c(=S)sc3c(=O)n(-c4ccccc4C)c(SCC(=O)O)nc32)cc1 | i | i |
| FC(F)(F)c1nc2ccccc2nc1N/N=C\c1ccccc1 | i | i |
| CCO[C@H]1OC(C(=O)N2CCN(C)CC2)=C[C@@H](c2ccc(C(F)(F)F)cc2)[C@@H]1CCCO | i | i |
| COc1ccc(NC(=O)CN2CCCN(S(=O)(=O)c3ccc(F)cc3)CC2)cc1 | i | i |
| OCC(O)/C=N/Nc1nc2ccccc2s1 (stereo not given) | i | i |
| CC(C)(C)NC(=O)CN(C(=O)C(=O)Nc1ccc2c(c1)OCCO2)C1CC1 | i | i |
| COC(C)(C)[C@]12CC(O)(c3ccccc3)ON1[C@H]1CCCCC1N2O (stereo not given in full) | i | i |
| CC(=O)N1c2ccc(S(=O)(=O)N(C)Cc3ccccc3)cc2CC1C (stereo not given) | i | i |
| O=C(Nc1ccccc1Cl)C1C2CCC3C(CCC21)C3(Cl)Cl (stereo not given) | i | i |
| Cc1ccc2cc(CCNC(=O)C(=O)c3c[nH]c4ccccc34)c(=O)[nH]c2c1 | i | i |
| OCC[C@H]1C[C@@H](O)[C@H](O)[C@@]2(CCc3ccccc3CO2)O1 | i | i |
| Nc1nonc1OCCN1CCN(c2ccc([N+](=O)[O-])c3cccnc23)CC1 | i | i |
| CC(=O)c1cccc(N(CC(=O)O)S(C)(=O)=O)c1 | i | i |
| Cc1occc1C(=O)Nc1nccs1 | i | i |
| CCOC(=O)c1sc(N2C(=O)C(O)=C(C(=O)c3ccco3)C2c2ccco2)nc1C (stereo not given) | i | i |
| CC(C)c1ccc(CN(C(=O)/C=C/c2ccco2)C2CCS(=O)(=O)C2)cc1 (stereo not given) | i | i |
| Cc1n[nH]c(C)c1Sc1ccccc1N | i | i |
| COc1ccccc1/C=C/C=N/n1c(-c2n[nH]c3c2CCC3)n[nH]c1=S | i | i |
| CN(C(=O)COC(=O)c1c[nH]c(=O)[nH]c1=O)C1CCCCC1 | i | i |
| Cc1cc(Oc2ccccc2)nc(SCC(=O)Nc2ccccc2)n1 | i | i |
| CC1CCC(NC(=O)COC(=O)c2n[nH]c(=O)c3ccccc23)CC1 (stereo not given) | i | i |
| CCOC(=O)CCNCC1COc2ccccc2O1 (stereo not given) | i | i |
| CCOC(=O)c1c(C)nc2c(C#N)cnn2c1C | i | i |
| NS(=O)(=O)c1ccc(NC(=O)CN2C(=O)C3C4C=CC(C4)C3C2=O)cc1 (stereo not given) | i | i |
| NC(=O)CC(NC(=O)Cc1cccc2ccccc12)c1ccc(NCCCN2CCCC2=O)c([N+](=O)[O-])c1 (stereo not given) | i | i |
| C[C@@H]1[C@H]2[C@@H](O[C@@H]3O[C@H](CO)[C@@H](O)[C@H](O)[C@H]3O)OC=C(C(=O)O)[C@H]2C[C@@H]1O | i | i |
| CC(=O)c1cccc(NS(=O)(=O)c2c(C)n[nH]c2C)c1 | i | i |
| O=C(COC(=O)c1cc(=O)[nH]c2ccccc12)NC(=O)NC1CCCCC1 | i | i |
| Cn1c(CCN2CCCCC2)nc2cc(NC(=O)COc3ccc(Cl)cc3)ccc21 | i | i |
| CN1CCN(C2=NC3(CCCC3)C(C#N)C(=O)N2)CC1 (stereo not given) | i | i |
| O=C(NNC1=NCCN1Cc1ccccc1)c1cccc(C(F)(F)F)c1 | i | i |
| COc1cc(/C=N/n2nnnc2N)ccc1OCC(N)=O | i | i |
| O=C(CN1C(=O)NC2(CCCC2)C1=O)OCCOc1ccccc1Cl | i | i |
| CCOC(=O)C(C)Sc1nc(C2CC2)cc(C(F)(F)F)c1C#N (stereo not given) | i | i |

(cont.)
| SMILES | CHT inh | CHT PAM |
| --- | --- | --- |
| Cc1nn(C)cc1C(C)NC(=O)c1cc(COc2cccc3cnccc23)on1 (stereo not given) | i | i |
| Cc1ccc(C)c(N2CCN(CCCNC(=O)Cn3cc4c(n3)CCCCC4)CC2)c1 | i | i |
| COc1ccc(C2=C/C(=C\c3ccc(OC(C)=O)cc3)C(=O)O2)cc1 | i | i |
| Cc1ccccc1S(=O)(=O)Oc1ccccc1C(=O)Oc1ccccc1 | i | i |
| COC(=O)c1cc(C(=O)Nc2ccc(C)cn2)cc([N+](=O)[O-])c1 | i | i |
| CCC(CC)NC(=O)c1cccc(NC(=O)C(C)C)c1 | i | i |
| Cc1nc2ccccc2c2oc(C(=O)NCC3COc4ccccc4O3)cc12 (stereo not given) | i | i |
| CCCS(=O)(=O)c1c(S(=O)(=O)CCC)c2ccc(C(N)=O)cn2c1C(=O)c1ccc(OC)cc1 | i | i |
| Cc1cc(C)nc(/N=C(\N)N2CCCCC2)n1 | i | 6.9* |
| COc1cc(OC)cc(N(C(=O)CNC(=O)c2cccs2)C(C(=O)NCC2CCCO2)c2ccc(OC)c(OC)c2)c1 (stereo not given) | i | i |
| Cc1[nH]nc2c1[C@@H](c1ccccc1[N+](=O)[O-])C(C#N)=C(N)O2 | i | i |
| Oc1ccc(Br)cc1-c1cc(-c2ccccc2Cl)[nH]n1 | i | i |
| CC(C)(C)N(NC(=O)Nc1ccc(Cl)c(Cl)c1)C(=O)c1ccccc1 | i | i |
| COc1cc(/C=N/Nc2nncn2N)ccc1OCc1c(C)no[n+]1[O-] | i | i |
| Cc1cc([N+](=O)[O-])nn1CCCC(=O)Nc1cccnc1Cl | i | i |
| Cn1c(=O)n(C)c2cc(NC(=O)c3ccccc3NS(C)(=O)=O)ccc21 | i | i |
| O=C(CCC(=O)N1CCN(S(=O)(=O)c2ccc3ccccc3c2)CC1)NCC(F)(F)F | i | i |
| COc1cc(/C=N/NC(=O)c2ccccc2Cl)ccc1Oc1ccc([N+](=O)[O-])cn1 | i | i |
| Cc1nnc(NC(=O)C(C)Sc2nncn2C)s1 (stereo not given) | i | i |
| O=S(=O)(c1ccc(Br)s1)N1CCN(c2ccccc2)CC1 | i | i |
| CCOc1ccc(-c2n[nH]c(=S)c3ccccc23)cc1 | i | i |
| O=C(CC(=O)c1ccccc1)Nc1cccnc1Cl | i | i |
| CN1CCc2c(sc(/N=C/c3cc(Cl)ccc3O)c2C#N)C1 | i | i |
| Cn1ncc([N+](=O)[O-])c1C(=O)N1CCOCC1 | i | i |
| O=C(O)c1ccc2c(c1)C1C=CCC1C(c1ccncc1)N2 (stereo not given) | i | i |

Compounds from the list above with bromine (7):
| SMILES | CHT inh | CHT PAM |
| --- | --- | --- |
| C=CCCN(C(C(=O)OC)C(C)C)S(=O)(=O)c1ccccc1Br (stereo not given) | i | i |
| COc1cc2c(cc1OC)/C(=C/c1ccc(Br)cc1)C(=O)OC2 | i | i |
| CCNC(=O)COc1cc(C)c(Br)c(C)c1 | i | i |
| CC1CCN(CCCNC(=O)c2ccc(Cn3c(=S)[nH]c4ccc(Br)cc4c3=O)cc2)CC1 | i | i |
| O=C1C=C(NNC(=O)c2ccccc2Br)CCC1 | i | i |
| Oc1ccc(Br)cc1-c1cc(-c2ccccc2Cl)[nH]n1 | i | i |
| O=S(=O)(c1ccc(Br)s1)N1CCN(c2ccccc2)CC1 | i | i |

Remaining list, next part
| SMILES | CHT inh | CHT PAM |
| --- | --- | --- |
| COc1cc(/C=c2\sc3n(c2=O)C(c2ccccc2)C(c2ccccc2)=NN=3)ccc1O (stereo not given) | i | i |
| O=C(c1ccc2c(c1)[nH]c(=S)n1c3ccccc3nc21)N1CCN(c2cccc(Cl)c2)CC1 | i | i |
| COc1ccc(OC)c(-c2csc(NC(=O)c3ccc4c(c3)OCO4)n2)c1 | i | i |
| Cc1cccnc1NC(=O)C1COc2ccccc2O1 (stereo not given) | i | i |
| CCOC(=O)CC12CN3CN(C1)CC(CC(=O)OCC)(C3)C2=O | i | i |
| NC(=O)C1(N2CCCCC2)CCN(c2nc(-c3ccc(Br)cc3)cs2)CC1 | i | i |
| CN(C)/C=C1/Nc2ccccc2C1=O | i | i |
| O=C(NCC(c1ccco1)N1CCc2ccccc21)C(=O)Nc1ccccc1 (stereo not given) | i | i |
| CC(=O)Oc1ccc2ccccc2c1C(NC(=O)Cc1ccccc1)c1ccccc1 (stereo not given) | i | i |
| COc1ccccc1NC(=O)CSCc1nc2ccccc2[nH]1 | i | i |
| Cc1ccc(S(=O)(=O)N2[C@@H](c3ccccc3F)C(C(=O)O)=CC[C@H]2c2ccc3c(c2)OCO3)cc1 | i | i |
| Cc1c(NC(=S)NC(=O)c2ccc(Br)o2)c(=O)n(-c2ccccc2)n1C | i | i |
| COc1ccccc1NC(=O)Cn1nnc(-c2ccccc2NC(=O)c2ccco2)n1 | i | i |
| CN1CCN(CC(=O)Nc2c(C(=O)c3ccccc3)oc3ccccc23)CC1 | i | i |
| CN(C)C1(CNCC(O)c2ccccc2)CCCCC1 (stereo not given) | i | i |
| COCCCNC(=O)c1ccccc1N(Cc1ccccc1)S(=O)(=O)c1ccc(OC)cc1 | i | i |
| COc1ccc(OC)c(N(CC(=O)N2CCCC2)S(=O)(=O)c2ccccc2)c1 | i | i |
| CC(C)Sc1nc2sccc2c(=O)n1-c1ccccc1 | i | i |
| CCn1ccc(C(=O)Oc2ccc(C(C)C)cc2)n1 | i | i |
| N#Cc1c(N)n(-c2cccc(O)c2)c2nc3ccccc3nc12 | i | i |
| O=C1C(=O)N(CCCN2CCOCC2)C(c2ccc(Cl)cc2)/C1=C(/O)c1ccc(F)cc1 (stereo not given) | i | i |
| Clc1cccc(/C=N/Nc2ncnc3ccccc23)c1 | i | i |
| S=c1[nH]nc(-c2ccco2)n1/N=C/c1ccc(Cl)cc1Cl | i | i |
